# HTT aggregate: inhibitors of mutant huntingtin aggregate formation in PC12 cells; PC12 HttQ103-GFP aggregates, Acumen cytometry, 40 h; Potency, µM (doses to about 46.1 µM), for the others: top-dose activity change, negative = inhibition, usual class: inhibitors; actives 1.1% (n = 220,000); AID 1688; also: potency is read from the fitted curve at half-maximal effect; % is scaled to controls: 0 for no effect and ±100 for the full control effect; nearly all actives have a fitted effect of over 60% in size
#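 Compounds (qHTS titration) were added to PC12 cells expressing an ecdysone-driven HTT exon 1 Q103–GFP fusion after induction with 100 nM tebufenozide. Aggregate formation was measured as GFP objects in cell lysates.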
# IMPase Li inh: membrane-permeable IMPase blocker, potentiated with lithium; CHO-M1 cells, IP1 TR-FRET (IP-One), carbachol + lithium; Potency, µM (titrated, usually from 59.4 µM), for inactives: at the highest dose activity, negative = IMPase inhibition, most hits filed as inhibitors; actives 0.35% (n = 210,000);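 also: IP1 builds up when IMPase is blocked and the TR-FRET signal falls; potency is read from the fitted curve at half-maximal effect; plate controls were basal vehicle for no effect and high inhibitor control for full effect; nearly all actives have a fitted effect of over 50% in size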
#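 Lithium-sensitised IP1 accumulation assay; M1-expressing CHO cells treated 30 min at 37C with compound. Competitive antibody detection by time-resolved FRET followed a 10 min room-temperature lysis step.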
# CBFb-RUNX1 inh: CBF-beta/RUNX1 interaction disruption; AlphaScreen CBFb-His/RUNX1-biotin binding, biochemical; Q01196+Q13951; Potency, µM (highest dose often 59.8 µM), for the others: at the highest dose activity, negative = inhibition, most hits filed as inhibitors; AID 1477; 230,000 tested, under 10 active; also: % of control where 0% means no effect
# Target sequence (Q01196 whole entry, looked up): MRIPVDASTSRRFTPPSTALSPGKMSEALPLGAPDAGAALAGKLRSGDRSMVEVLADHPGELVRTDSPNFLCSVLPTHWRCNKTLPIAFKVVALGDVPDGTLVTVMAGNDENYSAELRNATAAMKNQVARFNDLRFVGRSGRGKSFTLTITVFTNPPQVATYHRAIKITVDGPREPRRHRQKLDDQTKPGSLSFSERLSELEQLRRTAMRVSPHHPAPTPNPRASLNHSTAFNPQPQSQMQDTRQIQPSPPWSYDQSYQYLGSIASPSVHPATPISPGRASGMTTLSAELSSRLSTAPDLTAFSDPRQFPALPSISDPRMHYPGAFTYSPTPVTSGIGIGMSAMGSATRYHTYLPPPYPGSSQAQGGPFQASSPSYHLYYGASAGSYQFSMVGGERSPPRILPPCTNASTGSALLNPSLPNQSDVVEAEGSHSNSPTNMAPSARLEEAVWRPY
# Target sequence (Q13951 whole entry, looked up): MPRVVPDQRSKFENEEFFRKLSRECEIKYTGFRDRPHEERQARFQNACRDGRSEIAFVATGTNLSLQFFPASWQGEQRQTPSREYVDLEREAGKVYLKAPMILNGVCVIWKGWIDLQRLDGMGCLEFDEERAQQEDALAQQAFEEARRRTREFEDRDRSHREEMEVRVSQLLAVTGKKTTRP
#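 Room-temperature protein-protein interaction test with 30 nM each of His-tagged CBF-beta and biotinylated RUNX1, 15 min with compound, then 90 min with nickel plus streptavidin beads. Signal read in AlphaScreen mode.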
# Luc counter: counter-screen: inhibitors of Kinase-Glo firefly luciferase; actives 0.28% (n = 200,000); AID 1379; Kinase-Glo luciferase, ATP luminescence, 8 min; Q27757; Potency, µM (series often up to 38.3 µM), inactives show at the highest dose activity change, negative = inhibition, hits mostly inhibitors; also: potency is read from the fitted curve at half-maximal effect; % is scaled to controls: 0 for no effect and ±100 for the full control effect; nearly all actives have a fitted effect of over 60% in size
#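 Compound is pinned into ATP-containing buffer (10 uM ATP, imidazole pH 7.2, 7 mM MgCl2). Kinase-Glo luciferase reagent is then added. Light output is recorded following an 8-min room-temperature incubation.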
# NPSR antag: neuropeptide S receptor (human) antagonism, cAMP | CHO-NPSR cells, cAMP TR-FRET, antagonist mode | Potency, µM (titrated, usually from 38.3 µM), for inactives: at the highest dose activity change, negative = inhibition, most hits filed as inhibitors | actives 1% (n = 220,000); also: potency is read from the fitted curve at half-maximal effect; % is scaled to controls: 0 for no effect and ±100 for the full control effect; nearly all actives have a fitted effect of over 50% in size; many of its hits are not listed in these tables
# Target sequence (Q6W5P4 whole entry, looked up): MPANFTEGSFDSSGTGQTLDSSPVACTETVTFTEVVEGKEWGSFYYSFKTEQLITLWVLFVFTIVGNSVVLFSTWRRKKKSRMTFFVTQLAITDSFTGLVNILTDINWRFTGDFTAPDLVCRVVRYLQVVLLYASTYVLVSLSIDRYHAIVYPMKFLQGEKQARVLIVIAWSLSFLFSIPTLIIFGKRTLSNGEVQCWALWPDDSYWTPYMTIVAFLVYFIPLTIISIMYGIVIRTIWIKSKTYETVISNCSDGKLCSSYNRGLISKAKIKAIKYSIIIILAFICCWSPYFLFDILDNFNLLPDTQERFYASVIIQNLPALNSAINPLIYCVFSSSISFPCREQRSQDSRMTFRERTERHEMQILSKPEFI
# LMNA splice mod: changes lamin A minigene splicing in HeLa cells | HeLa LMNA splicing GFP/RFP minigene ratio, 48 h | Potency, µM (series often up to 46.1 µM), inactives show at the highest dose ratio change, negative = inhibition, most hits filed as inhibitors | actives 0.01% (n = 200,000) | AID 1487; active = well fitted inhibition curve with a large enough effect in the signal ratio, with a control signal flat, not every such curve was filed as active; inconclusive = small, poorly fitted or top-dose-only effect, or effect the other way, or a change in a side signal; the % refers to the signal ratio; also: potency is read from the fitted curve at half-maximal effect; % is scaled to controls: 0 for no effect and ±100 for the full control effect
#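 Read-out is the ratio of GFP to DsRed2 object intensity, acquired by 488 nm laser-scanning cytometry on HeLa lamin A-EGFP minigene reporter cells. Compound incubation 48 hrs at 37 °C in Opti-MEM with 2% FBS; DMSO 0.5% final.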
# Epigenetic derep: epigenetic control regulation, reporter derepression; murine LDR cells, GFP reporter derepression, 30 h; Potency, µM (top dose mostly 53.9 µM), for inactives: at the top dose GFP activation, most hits filed as activators; actives 0.2% (n = 280,000); AID 1865; also: potency is read from the fitted curve at half-maximal effect; % of control where 0% means no effect; nearly all actives have a fitted effect of over 60% in size
#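 Murine LDR cells carrying a silenced, genomically integrated CMV-driven GFP reporter were exposed to compound for 30 hours at 37 C. After PBS washes, GFP-positive cells (20–120 um objects) were counted by laser-scanning microplate cytometry.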
# * = called active by the depositor; ? = inconclusive; . = not tested or not shown; [ ] = remark or other dose. Unless noted, calls follow the shape of the dose curve; as a rule, active = well fitted curve in the direction sought with a large enough effect; inconclusive = small, poorly fitted or top-dose-only effect, or another doubt; inactive = no such curve, though single readings can be large; an effect the other way counts as inactive or inconclusive. Some of the compounds tested. The share of hits here may be higher or lower than overall.
SMILES,HTT aggregate,IMPase Li inh,CBFb-RUNX1 inh,Luc counter,NPSR antag,LMNA splice mod,Epigenetic derep
Cc1cccc2c3nc4ccccc4nc3n(CCCN3C(=O)c4ccccc4C3=O)c12,-1%,4%,-9%,-5%,-15%,-8%,0.0%
CS(=O)(=O)Oc1ccc2c(c1)O/C(=C\C=C\c1ccccc1)C2=O,-3%[9.22 µM],.,-21%,.,-45%,?,?
S=C(NCCc1ccncc1)Nc1ccccc1,4%,-5%,-5%,-2%,13%,-12%[46 µM],2.9%
COc1ccc(Cl)cc1NC(=O)CN1CCC(n2nnc3ccccc32)CC1,2%,-7%,-1%,0%,-12%[46.1 µM],1%,-2.0%
Cc1sc2nc(SCC(=O)O)[nH]c(=O)c2c1C,-9%,1%,-6%,6%,11%,.,-0.5%
O=C(Nc1cccnc1)c1cn(-c2ccccc2)nc1-c1cccs1,-19%,2%[38.3 µM],4%,11%,-7%[46.1 µM],-2%,-1.0%
CN(C)/C=C/C(=O)c1ccc(S(=O)(=O)c2ccccc2)cc1,8%,-9%,2%,1%,12%,.,1.1%
C1CCC2=NCCCN2CC1,16%,0%[38.3 µM],9%,1%,-8%[46.1 µM],3%,-0.8%
CN1CCN(NC(=O)c2ccc(Br)c(S(=O)(=O)N3CCOCC3)c2)CC1,4%,3%,0%,2%,7%,4%,-0.9%
O=C(C1c2ccccc2Oc2ccccc21)N1CCN(c2ccc(Cl)cc2)CC1,15%[9.22 µM],47%[activator][38.3 µM],0%,1%,?,5%,5.2%
CCOC(=O)CNc1c(N2CCN(c3ccccn3)CC2)c(=O)c1=O,3%,5%[38.3 µM],4%,4%,-4%[46.1 µM],7%,-1.5%
CCOC(=O)CN(C(=O)COc1nc(-c2ccccc2)cc(C)c1C#N)c1cccc(OC)c1,4%[9.22 µM],.,-1%,.,38%,.,0.2%
O=C(CNC(=O)c1ccc(S(=O)(=O)N2CCCC2)cc1)N/N=C/c1ccco1,10%,0%,-4%,-1%,5%,-6%[46 µM],0.9%
COc1ccc(CCN(C)C(=O)CN2C(=O)c3ccccc3S2(=O)=O)cc1OC,6%,-22%[38.3 µM],3%,-5%,-11%[46.1 µM],10%,4.0%
O=C(O)CSCC(=O)NCc1csc2ccc(Cl)cc12,-5%[9.22 µM],.,9%,.,8%,.,-1.4%
O=C(CCCn1c(=S)[nH]c2cc3c(cc2c1=O)OCO3)N1CCN(c2ccccn2)CC1,-13%,-9%[38.3 µM],4%,-2%,-13%[46.1 µM],-2%,0.0%
CCc1cc2c(=O)c(-c3cscn3)coc2c(CN(C)C)c1O,11µM*,12%[38.3 µM],8%,2%,-7%[46.1 µM],-14%,0.0%
CCC(C)NCCOc1cc(C)cc(C)c1C (configuration not stated),?,5%,-6%,0%,3%,.,-5.9%
O=C(Cc1cccs1)Nc1nnc(SCC(=O)NC2CCCCC2)s1,-10%,-1%[38.3 µM],3%,2%,-9%[46.1 µM],18%,1.6%
CCOC(=O)c1ccc(-c2n[nH]c(=O)c3ccccc23)cc1,5%,7%[38.3 µM],-2%,2%,-3%[46.1 µM],8%,-0.1%
CCN(C(=O)c1ccco1)c1nc(CC(=O)Nc2ccc(Cl)cc2)cs1,?,-1%[38.3 µM],-3%,0%,-17%[46.1 µM],?,-2.6%
Cc1n[nH]c(C)c1S(=O)(=O)N1CCN(c2ccccn2)CC1,11%,6%[38.3 µM],3%,0%,-12%[46.1 µM],-1%,-0.7%
CCOC(=O)CN1C(=O)N[C@@H](c2cccc(C(F)(F)F)c2)[C@H](C(C)=O)[C@H]1C,.,5%,-13%[13.1 µM],-7%[7.66 µM],.,?,.
COc1ccccc1NC(=O)c1ccc(SCC(=O)NCc2ccccc2Cl)c([N+](=O)[O-])c1,-13%,10%,-11%,0%,-14%,-21%,0.0%
CCOC(=O)c1ccc(N2C(=O)c3n[nH]c(C)c3C2c2ccccn2)cc1 (configuration not stated),6%,0%[38.3 µM],0%,-1%,-9%[46.1 µM],4%,0.7%
Cc1c(C(=O)c2ccc(Cl)c([N+](=O)[O-])c2)c2ccccn2c1CCC#N,-4%,3%,?,3%,-1%,-2%,-3.0%
COc1cc(C(=O)Nc2cc(-c3ccccc3)[nH]n2)cc(OC)c1OC,5%,-14%[38.3 µM],2%,0%,-15%[46.1 µM],?,-0.4%
C=C(C)C1CC=C(CN2CCC(C(=O)OCC)CC2)CC1 (configuration not stated),16%,15%[38.3 µM],6%,-2%,-12%[46.1 µM],5%,-2.7%
COc1ccc(OC)c(-n2c(-c3ccc(O)cc3O)n[nH]c2=S)c1,-8%[9.22 µM],.,0%,.,2%[7.67 µM],.,1.1%
CN1/C(=C\C(=O)c2cccnc2)Sc2ccccc21,7%,11%,-2%,-16%,4%,.,-1.3%
CCOC(=O)c1sc(NC(=O)c2ccc(S(=O)(=O)N3CCOCC3)cc2)cc1C,-5%,2%[38.3 µM],-2%,1%,-9%[7.67 µM],-6%,4.6%
Cc1nn(-c2ccccc2)c(C)c1C(=O)OCC(=O)NC(=O)NC1CCCCC1,-12%,0%[38.3 µM],1%,-3%,-14%[46.1 µM],7%,0.0%
CNC(=S)NNC(=O)c1sccc1OCc1ccc(C)cc1,3%,17%[38.3 µM],0%,0%,-2%[46.1 µM],15%,-1.2%
CC(=O)C1=C(O)C(=O)N(CCc2c[nH]c3ccccc23)C1c1ccc(C)cc1 (configuration not stated),-11%[9.22 µM],-18%,0%,3%,27%,?,0.0%
CN(C)CCNc1c2c(nc3nnnn13)CCCC2,-4%,10%,3%,-4%,34%,-8%[46 µM],0.1%
COc1ccccc1NC(=O)C(NC(=O)OC(C)(C)C)C(C)OCc1ccccc1 (configuration not stated),-3%,6%[38.3 µM],2%,0%,-28%[46.1 µM],2%,-1.1%

# 2 compounds picked at random from those above:
SMILES,HTT aggregate,IMPase Li inh,CBFb-RUNX1 inh,Luc counter,NPSR antag,LMNA splice mod,Epigenetic derep
CCOC(=O)c1sc(NC(=O)c2ccc(S(=O)(=O)N3CCOCC3)cc2)cc1C,-5%,2%[38.3 µM],-2%,1%,-9%[7.67 µM],-6%,4.6%
COc1cc(C(=O)Nc2cc(-c3ccccc3)[nH]n2)cc(OC)c1OC,5%,-14%[38.3 µM],2%,0%,-15%[46.1 µM],?,-0.4%

# (further entries)
SMILES,HTT aggregate,IMPase Li inh,CBFb-RUNX1 inh,Luc counter,NPSR antag,LMNA splice mod,Epigenetic derep
N=c1sccn1CC(=O)Nc1ccccc1Cc1ccccc1,5%,12%[38.3 µM],-5%,0%,-7%[46.1 µM],0%,-4.1%
Cc1nc(NCc2ccc3c(c2)OCO3)c2oc3ccccc3c2n1,-32%,2%,-17%,2%,2%[46.1 µM],?,1.0%
O=C(N/N=C/c1cccc([N+](=O)[O-])c1)c1cnccn1,15%,-2%,2%,-2%,10%,-3%,1.0%
CCCCNC(=O)CN(c1ccc(Cl)c(Cl)c1)S(C)(=O)=O,-13%,8%,8%,11%,-8%,2%,-7.9%
COC(=O)C1CCN(c2nc3ccccc3nc2C(C#N)C(=O)NCCc2ccccc2)CC1 (configuration not stated),0%,-12%[38.3 µM],3%,-4%,14%[46.1 µM],-4%,13%
CC(C)N(C(=O)COC(=O)c1ccccc1C(=O)c1ccc(Cl)c([N+](=O)[O-])c1)C(C)C,?,22%,-5%,1%,?,.,-0.2%
COc1ccc(-n2c(SCC(=O)O)nc3sc4c(c3c2=O)CCC4)cc1,.,-1%,3%,1%,-6%,13%[46 µM],0.0%
S=C(Nc1ccccc1)N1CCCCCCC1,0%[9.22 µM],-4%,7%,0%,-4%,-7%[46 µM],2.2%
Cn1c(=O)c2c(ncn2CCN(CCO)Cc2ccccc2)n(C)c1=O,4%,-5%[38.3 µM],5%,-3%,4%[46.1 µM],8%,0.0%
COc1ccc(OC)c(Nc2nc(NCc3ccco3)nc(N)c2[N+](=O)[O-])c1,-24%[9.22 µM],.,5%,.,7%,.,1.1%
CCc1nnc(SCc2ccc(C(=O)OC)o2)n1N,22%,-12%[38.3 µM],0%,7%,?,-4%,1.1%
O=C(CSC(=S)N1CCCC1)c1cc(Br)cc(Br)c1O,?,-4%,-17%,-2%,-25%,?,?
CCOc1cc(C(=S)N2CCOCC2)ccc1O,5%,-14%[38.3 µM],5%,1%,-7%[46.1 µM],7%,2.7%
Cc1ccc2ncccc2c1NS(=O)(=O)c1ccccc1,?,14%[38.3 µM],0%,4%,-9%[46.1 µM],?,0.0%
NC(=O)c1ccc(Sc2nnc(-c3cccs3)n2CC2CCCO2)c([N+](=O)[O-])c1 (configuration not stated),?,3%,-8%,1%,16%,-22%,1.1%
CCC(NC(=O)c1ccc(C#CC2(O)CCCCC2)cc1)C(=O)O (configuration not stated),9%,2%,?,2%,6%,.,0.0%
Cc1c(NC(=O)c2ccc(N3CCCC3)c([N+](=O)[O-])c2)cccc1-c1nc2ccccc2s1,-13%,-3%,2%,6%,-26%[46.1 µM],-12%,-8.0%
CC(NC(=O)c1cccnc1)C(c1cccs1)N1CCN(c2ccccc2F)CC1 (configuration not stated),-20%[9.22 µM],.,10%,.,4%,.,-0.6%
CCN1CCCC1CN(Cc1cc2ccc(C)cc2[nH]c1=O)C(=S)Nc1ccccc1C(=O)OC (configuration not stated),-15%[9.22 µM],2%,-8%,-1%,12%,-14%[46 µM],0.0%
CS(=O)(=O)N1CCN(C(=O)COc2ccc3ccccc3c2)CC1,19%[9.22 µM],.,2%,.,9%,.,-1.8%
c1ccc(Nc2cc(Nc3ccccc3)[nH]n2)cc1,-22%,-3%[38.3 µM],-1%,3%,-7%[46.1 µM],-17%,-0.3%
Cc1ccc2nc(SCC(=O)Nc3ccc(F)c([N+](=O)[O-])c3)[nH]c2c1,-2%,14%,11%,5%,-7%,?,-1.1%
O=c1[nH]c(Cc2cccs2)nc2scc(-c3ccc(Cl)cc3)c12,27%[9.22 µM],.,4%,.,7%,?,1.1%
COc1ccc(CC(=O)OCC(=O)Nc2cccc(Br)c2)cc1,10%,4%,9%,2%,13%,4%[46 µM],-0.4%
Cc1ccn2cc(CCNC(=O)CC(C)(C)C)nc2c1,-17%,2%,5%,-4%,3%[46.1 µM],-12%,0.1%
CCC(OC(=O)C1=Cc2ccccc2OC1)C(=O)NCc1ccco1 (configuration not stated),-6%[9.22 µM],20%,14%,-1%,-5%,?,2.1%
COc1cc(NC(=O)COC(=O)CNC(=O)c2ccc(Cl)cc2)c(C)cc1[N+](=O)[O-],-6%,1%,-3%,-3%,5%,-3%,-0.9%
COc1ccc(N(CC(=O)NC2CCCC2)C(=O)Cn2nnc(-c3ccc(C)cc3)n2)cc1,-31%,13%,-3%,3%,-12%,?,-1.0%

# Screening results deposited in PubChem BioAssay by National Center for Advancing Translational Sciences (NCATS).
